FXIIa inh – human FXIIa protease inhibitors, primary screen, biochemical, 1536-well. Coagulation factor XII (Homo sapiens), P00748. purified FXIIa, Boc-QGR-AMC fluorogenic substrate, 2 h. inhibition, % at 5 µM. 220,000 compounds, 0.3% hits. AID 800, 2007; in the data active = inhibition above about 40%;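 also: 0% = enzyme with no compound and 100% = blank without enzyme; many of its hits are not listed in these tables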
FXIa inh – human FXIa protease inhibitors, primary screen, biochemical, 1536-well; inhibition, % at 5 µM; Coagulation factor XI (Homo sapiens), P03951; AID 798, 2007; 220,000 compounds, 0.14% hits; purified FXIa, Boc-Glu-Ala-Arg-AMC fluorogenic substrate;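 active = inhibition of at least 40%; inactive = inhibition below 40%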;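 also: fluorescence of freed AMC excited at 355 nm; 0% = enzyme without compound and 100% = no enzyme blank; many of its hits are not listed in these tables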
m-calpain inh – inhibitors of pig calpain II, primary screen, biochemical, fluorogenic peptide substrate, 1536-well; 220,000 compounds, 0.37% hits; inhibition, % at 16 µM; AID 1236, 2008; purified calpain II, 30 min;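 active = inhibition above about 50%, limit read from the data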
Furin inh – human furin inhibitors, primary screen, biochemical, fluorescence intensity; P09958; purified furin, fluorogenic substrate cleavage; inhibition, % at 30 µM; 220,000 compounds, 0.061% hits; in the data active = inhibition above about 25%; also: inactives centre near -15
Thrombin inh – human alpha-thrombin inhibitors, primary screen, counter-screen for coagulation protease inhibitor project, biochemical, 1536-well, fluorogenic AMC substrate; inhibition, % at 5 µM; 220,000 compounds, 0.26% hits; AID 1046, 2008; Boc-VPR-AMC fluorogenic substrate cleavage; Prothrombin (Homo sapiens), P00734;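 active = inhibition at or above 40%; inactive = inhibition below 40%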;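 also: 0% = enzyme with no compound and 100% = wells without enzyme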
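Test system: human alpha-thrombin protein / Dosing: one concentration per compound, 5 µM, with 0.2% DMSO / Medium: pH 7.5 Tris-saline with Tween 20 / Benchmarks: no-compound enzyme wells and no-enzyme blanks / Read-out basis: percent inhibition of thrombin substrate cleavage / Timing: reaction at room temperature / Measured by: fluorescence, ex 355 nm, em 460 nm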
KCC2 mod – KCC2 cotransporter modulators, thallium flux, primary screen, cell-based, HEK293 KCC2, FluoZin-2 fluorescence, MLSMR; Solute carrier family 12 member 5 (Homo sapiens), Q9H2X9; KCC2 cells, thallium flux FluoZin-2 fluorescence; B-score of Tl+ flux slope (higher = more flux/activation; lower = inhibition) at 10 µM; 190,000 compounds, 2.2% hits; AID 1456, 2008;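 active = thallium flux slope and its plate-corrected score both differing from the plate sample mean at a set confidence after two filtering rounds, in either direction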;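 also: slope of fluorescence scaled to starting intensity during 10 to 20 s after thallium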
Rad51 HR inh – human RAD51 strand exchange inhibitors, primary screen, biochemical, fluorescence; DNA repair protein RAD51 homolog 1 (Homo sapiens), Q06609; hRad51 DNA strand exchange, fluorescence dequenching; inhibition, % at 10 µM; 200,000 compounds, 0.085% hits;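 active = inhibition above 40% at the single screening dose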;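 also: 0% = DMSO control wells and 100% = blanks with heterologous ssDNA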
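System: hRad51 filaments on single-stranded DNA; reagent: Fluorescein- and BHQ1-tagged 47-mer duplex; compound dosing: one concentration, 10 µM final; timing: filaments 15 min 37 °C, then compound 30 min; measured by: fluorescein emission 520 nm, excitation 485 nm; benchmarks: per-plate controls and blanks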
PERK inhibitor – block of dimerizer-induced PERK translation repression, primary screen, PERK inhibitor project, CHO PERK-DD cells, SEAP luminescence, HTS. 220,000 compounds, 0.17% hits. Eukaryotic translation initiation factor 2-alpha kinase 3 (Homo sapiens), Q9NZJ5. CHO PERK-DD fusion, SEAP luminescence translation reporter. inhibition, % at 5.6 µM;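 active = inhibition above the mean inhibition of all tested compounds plus 3 SD, set separately per screening campaign, cut at about 2.9% in these data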;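 also: PERK kinase domain activated by AP20187 dimerizer at 100 nM; 0% = DMSO with dimerizer and 100% = rapamycin at 8.4 µM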
Target sequence (Q9NZJ5 whole entry, looked up, the tested form may be a part): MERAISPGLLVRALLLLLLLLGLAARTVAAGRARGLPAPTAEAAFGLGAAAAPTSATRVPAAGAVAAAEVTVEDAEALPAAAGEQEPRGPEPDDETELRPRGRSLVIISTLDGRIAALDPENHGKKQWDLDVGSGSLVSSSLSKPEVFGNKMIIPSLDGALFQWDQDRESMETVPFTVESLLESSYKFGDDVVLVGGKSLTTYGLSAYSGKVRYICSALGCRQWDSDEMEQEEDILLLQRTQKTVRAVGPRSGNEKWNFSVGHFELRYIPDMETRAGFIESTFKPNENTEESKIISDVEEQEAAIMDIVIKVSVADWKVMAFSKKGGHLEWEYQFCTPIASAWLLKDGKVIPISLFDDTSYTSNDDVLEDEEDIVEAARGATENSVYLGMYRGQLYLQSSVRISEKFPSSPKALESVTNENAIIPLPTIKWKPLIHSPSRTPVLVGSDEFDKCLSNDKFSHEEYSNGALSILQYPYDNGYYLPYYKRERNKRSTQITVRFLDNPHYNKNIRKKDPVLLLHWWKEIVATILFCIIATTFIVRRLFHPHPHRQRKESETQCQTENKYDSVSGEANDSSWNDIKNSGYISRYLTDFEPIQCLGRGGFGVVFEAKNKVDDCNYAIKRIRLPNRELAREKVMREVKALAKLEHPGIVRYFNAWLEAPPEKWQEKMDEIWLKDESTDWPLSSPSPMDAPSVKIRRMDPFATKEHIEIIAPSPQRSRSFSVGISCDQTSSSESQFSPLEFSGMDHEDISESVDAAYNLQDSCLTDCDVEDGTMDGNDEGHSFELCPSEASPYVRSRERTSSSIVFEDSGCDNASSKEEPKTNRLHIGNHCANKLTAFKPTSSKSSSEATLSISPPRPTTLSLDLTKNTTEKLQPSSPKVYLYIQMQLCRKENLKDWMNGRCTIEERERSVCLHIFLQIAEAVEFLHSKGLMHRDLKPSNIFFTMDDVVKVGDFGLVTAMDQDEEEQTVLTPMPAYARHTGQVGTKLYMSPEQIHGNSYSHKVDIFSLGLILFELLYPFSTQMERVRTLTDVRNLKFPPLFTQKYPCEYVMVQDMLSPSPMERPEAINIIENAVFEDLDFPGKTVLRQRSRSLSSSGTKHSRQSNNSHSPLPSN
KLK5 inh – human KLK5 protease inhibitors, primary screen, biochemical, 1536-well. Kallikrein-5 (Homo sapiens), Q9Y337. recombinant hK5, fluorogenic AMC substrate cleavage. inhibition, % at 5 µM. 210,000 compounds, 0.59% hits;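 active = inhibition of 40% or more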;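 also: 0% = enzyme controls without compound and 100% = no-enzyme blanks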
* = called active by the depositor; . = no result given; [ ] = another dose, or the depositor's remark.

SMILES	FXIIa inh	FXIa inh	m-calpain inh	Furin inh	Thrombin inh	KCC2 mod	Rad51 HR inh	PERK inhibitor	KLK5 inh
COc1ccc(NC(=O)CC2C(=O)N(c3ccc(F)cc3)C(=S)N2NC(=O)c2ccc(Cl)cc2)cc1 (stereo unspecified)	6	7	-12	-9	0	-1.4	7	0.4	-13
O=C(Nc1cccn2ncnc12)C(Cl)Cl	-16	20	1	-14[20 µM]	-6	-1	.	0.6	-4
COc1ccc(CCn2c(-c3ccco3)nc3nc4ccccc4nc32)cc1	5	-6	-70	-22[20 µM]	-3	-0.29	-15	0.1	-14
O=C(O)C1CCN(C(=O)COc2ccc3c4c(c(=O)oc3c2)CCC4)CC1	18	4	-25	-37	0	-0.37	-8	1.3	-14
Cc1cc(=O)[nH]c(=O)n1Cc1ccccc1	-6	6	-12	-30	0	-0.042	1	2.3	-20
CCOC(=O)c1cnn(-c2ccccc2)c1N	-4	-7	9	2[20 µM]	-4	-0.006	18	0.2	3
CCC(OC(=O)C(NC(=O)c1ccccc1)c1ccccc1)C(=O)Nc1cc(C)on1 (stereo unspecified)	7	3	12	-10	-4	-0.2	0	0.1	1
Cc1scc(C(=O)N2CCN(c3ccc(Cl)cc3)CC2)c1C	-3	-4	-8	-23	1	-0.076	0	0.0	-18
COc1cc(C(=O)N2CCN(c3cccc(C)c3C)CC2)cc(OC)c1OC	2	-5	-8	-10	-7	0.69	4	-0.2	-6
CC(=O)Nc1ccc(C2=NN(CC#N)C(=O)SC2)cc1	2	2	3	-23[20 µM]	-5	.	0	0.8	2
CC(C)(C)c1ccc(Oc2ccc(NC(=O)c3ccccc3C(=O)O)cn2)cc1	7	2	32	-11	0	0.84	8	-0.1	-2
Cc1noc(C)c1S(=O)(=O)N1CCCC(C(=O)NCC2CCCO2)C1 (stereo unspecified)	20	9	18	-30	0	.	14	2.0	-5
COc1ccc(N(Cc2cc3cccc(C)c3[nH]c2=O)S(C)(=O)=O)cc1	14	2	-58	-6[20 µM]	-3	0.6	-2	1.1	-6
COc1ccc(/C=C(/NC(=O)/C=C/c2ccccc2)C(=O)N2CCOCC2)cc1	1	-2	21	2	-6	-0.01	-3	-0.5	-4
CC(=C\C(=O)O)/C(=C/c1ccccc1)C(=O)O	11	5	-18	-24	-2	-0.1	-8	0.4	-15
COC(=O)c1ccc(CN2CCC(CO)(Cc3ccccc3Cl)CC2)cc1	7	-6	-15	-24	-7	0.68	-1	-0.3	-3
COc1ccc(NC(=O)C(=O)N/N=C/c2cccnc2)cc1	5	-3	-8	-23	-2	-0.013	7	0.8	0
CCOc1ccccc1N1C(=O)CC(Sc2ncccc2C(=O)O)C1=O (stereo unspecified)	6	0	-12	-7[20 µM]	0	.	6	0.7	-17
S=C(NCc1ccccc1Cl)NC1CCCC1	10	8	9	-23	-4	0.063	-27	-0.6	-11
O=C(CSc1nnc2ccccn12)NNC(=O)c1ccc(Cl)cc1	11	0	12	-14	-6	0.79	0	0.9	4
c1ccc(SCc2nc(-c3ccncc3)n[nH]2)nc1	10	-5	-13	-26	-8	0.62	8	1.0	-1
CCOc1cc(/C=N/NC(=O)c2cccnc2)cc(Br)c1OCC(N)=O	7	1	1	-28	1	0.062	.	1.7	.
Cc1ccc(C2=C/C(=C\c3cccnc3)C(=O)O2)cc1	11	3	-32	-20	-2	1.6	11	0.9	5
CCOc1ccc2nc(COC(=O)c3ccncc3)c(C(=O)c3ccccc3)[n+]([O-])c2c1	1	3	13	-14	-7	.	-11	1.3	0
CCn1c(SCC(=O)c2ccc(O)c(O)c2)nnc1-c1ccccc1OC	8	-9	-63	-1	-1	-1.4	17	-0.3	-26
COc1ccc(C(=O)c2ccccc2)cc1Br	13	17	38	-9	0	-1.3	-10	0.7	1
CCOC(=O)N1CCN(C(=O)CSc2ccc3nnc(-c4cccnc4)n3n2)CC1	12	3	-55	-27	0	-0.28	2	-0.3	6
Cc1csc(/C(=N/OC(=O)c2ccco2)C(N)=O)n1	26	15	4	-20	1	0.25	-20	0.9	7
Cc1ccc(-n2c(CNc3cccc(Cl)c3)n[nH]c2=S)cc1	2	3	3	-29	-4	2.3	10	-0.1	-1
CC(C)(C)c1ccc(C(=O)NNC(=O)C(=O)N2CCCCC2)cc1	-7	-10	-5	-17	-9	.	6	0.9	-10
CSc1ccc(/C=N/NC(=O)COc2ccc(Br)cc2Cl)cc1	8	-1	-15	-17	-13	-0.047	0	2.4	-9
O=c1c(-c2ccccc2)c[nH]n1-c1cccc([N+](=O)[O-])c1	4	7	26	-3	-8	-0.41	1	0.3	-1
COCCCNC(=S)N/N=C/c1ccc2c(c1)OCO2	2	-19	13	8	-5	0.11	6	0.1	5
Cc1ncccc1C(=O)N1CCCC(C(=O)c2ccc3c4c(cccc24)CC3)C1 (stereo unspecified)	9	-3	-369	-23	-8	-2.3	-18	-0.1	1
Cc1ccc(C)c(SCC(=O)Nc2cc(C)nn2-c2ccc(F)cc2)c1	0	8	21	-4	11	-0.21	2	-0.3	3
COc1ccccc1CNC(=O)CCS(=O)(=O)c1cccs1	12	1	21	-17	2	0.8	-12	0.6	-6
COc1ccc2c(OC)cc(-c3ccccc3)nc2c1	11	7	-23	-85[20 µM]	-1	-0.0074	-7	0.1	-5
O=C(/C=C/c1ccc(OCCCF)cc1)Nc1ccnc(-c2cccnc2)n1	12	2	-16	-15	-3	-1.2	-26	-0.3	-1
O=C(O)COc1ccc(NC(=O)c2ccc(NC(=O)c3ccco3)cc2)cc1	5	-3	8	-16	-9	1.3	1	0.9	-4
COc1ccc(CCNC(=O)COC(=O)C2CC2)cc1	27	25	5	-10	-2	0.35	-11	0.6	24
O=C(Nc1ccc(-c2ccccc2)cc1)c1ccco1	0	-3	11	-22	-1	0.83	-5	0.2	-4
CCc1ccccc1-n1c(SCC(=O)NC)nnc1-c1cccnc1	-1	-5	10	-21	-3	0.38	8	0.2	-5
CC1=CN2C(=N)/C(=C/c3ccc(Sc4ccc(C)cc4)o3)C(=O)N=C2S1	9	0	-37	-19	-6	16*	2	0.9	-11
CN(C)S(=O)(=O)c1cccc(NC(=O)COC(=O)CCC(=O)c2ccc(F)cc2)c1	9	3	-3	-2	3	-1	.	0.9	0
NC(=O)CSc1nc(O)cc(=O)n1-c1ccccc1	1	1	-15	-4[20 µM]	-8	.	10	0.3	4
COc1ccc(C2N(c3ccc(Cl)cc3)N=C(C(C)=O)N(C)N2C(C)=O)cc1 (stereo unspecified)	5	0	-42	-7	-10	-1.4	5	0.8	1
Cc1ccc(NC(=O)CSCC#N)cc1Cl	3	8	-4	-27	-4	0.16	9	0.7	-4
Cc1ccc2nc(-c3ccccn3)oc2c1	16	1	-101	-13	3	0.14	4	-0.3	10
COc1cccc(C(=O)N2CCN(C3CCN(Cc4ccccc4)CC3)CC2)c1OC	7	2	2	-16	-2	0.91	-2	0.4	2
O=C(Nc1ccc(Br)cn1)c1cccc2c1-c1ccccc1C2=O	5	7	-27	-40	3	-0.24	4	-0.3	-15

Next part.
SMILES	FXIIa inh	FXIa inh	m-calpain inh	Furin inh	Thrombin inh	KCC2 mod	Rad51 HR inh	PERK inhibitor	KLK5 inh
Cc1nn2c(nc(N3CCCCC3)c3ccccc32)c1C=O	3	-3	4	7	-8	-1.5	9	-1.4	-13
COc1ccc([N+](=O)[O-])cc1NC(=O)CSCc1cc(C)cc(C)c1	8	7	43	-15	-4	-0.019	-1	0.4	-16
CCn1ncc(CNC(=O)C2(C)CC2(Br)Br)c1C (stereo unspecified)	6	2	13	-17	-5	1.1	.	0.2	-15
CCN(CC)CCn1c(SCC(=O)NCc2ccco2)nc2c(sc3ccccc32)c1=O	26	9	-25	-3	6	.	0	-1.2	-3
COCCn1c(SCC(=O)Nc2ccc(OC)c(S(N)(=O)=O)c2)nc2ccccc21	9	7	-12	-19	-2	-0.027	-4	1.6	-4
Cn1c(=O)c2c(nc(CN3CCN(c4ccccc4F)CC3)n2CCN2CCOCC2)n(C)c1=O	7	-2	15	-5[20 µM]	-4	0.48	-2	0.4	10
CC(=O)OCCn1c(C)[n+](CCOC(C)=O)c2cc(Cl)c(Cl)cc21	6	-6	-34	-13	-11	-0.71	-39	0.7	-1
C=CCNC(=O)Cc1c(OC)ccc2cc(Br)ccc12	-2	-3	-16	-11	-3	-1.5	-2	0.1	9
Cc1cc(C)cc(NC(=O)CCC(=O)Nc2cc(C)on2)c1	16	8	-19	-32[20 µM]	3	0.88	4	0.0	-6
CSCCC(NC(=O)c1cc(CC(C)C)oc1C)C(=O)O (stereo unspecified)	18	3	15	-20	3	0.003	.	0.5	-3
c1ccc(Oc2ncnc3oc(-c4ccccc4)cc23)cc1	-5	-12	-70	-10[20 µM]	-7	-0.49	9	1.8	-31
Cc1ccc(N/N=C2\CC(=O)c3ccccc32)cc1Cl	8	2	4	-16	4	-0.11	.	0.3	3
Cc1cccc(CSc2nnc([C@@H]3CCCN3C(=O)OC(C)(C)C)o2)c1	2	-5	27	-12	-11	-0.78	.	-0.2	-4
CCc1cc(C(=O)COc2ccccc2F)c(O)cc1O	7	5	29	-13	-2	-1.2	-4	2.6	8
COc1ccccc1OCCSc1nc2ccccc2c(=O)[nH]1	5	-9	-8	-17[20 µM]	-17	0.7	4	0.1	-10
COc1ccc(S(=O)(=O)NCCN2CCOCC2)c2ccccc12	14	-3	-57	-12	-9	.	-3	-0.7	-17
CCN(CC)S(=O)(=O)c1ccc(Nc2nc3ccccc3n3nnnc23)cc1	6	1	19	-12	2	0.21	7	0.3	-11
COc1cccc(NC(=O)Nc2cc(C)ccc2OC)c1	4	-1	-8	-16	-2	-2.4	.	1.7	.
Cc1csc(NC(=O)CSc2ccc(-c3ccccc3)nn2)n1	7	-5	-5	-14	-8	-5.6*	5	0.2	-7
Cc1ccc2nc(/C=C/c3cccc(F)c3)ccc2c1	18	10	-10	-14	-2	0.18	7	0.3	-12
Cc1csc(=O)n1CCC(=O)O	-1	-4	-14	-23	-6	0.73	-7	1.9	-16
CCn1nc(C)c(C(=O)Nc2cc(Oc3cc(C)cc(C)c3)cc([N+](=O)[O-])c2)c1C	12	1	-67	-2[20 µM]	-10	0.01	9	-1.7	-5

Structures listed so far that bear a hit mark in KCC2 mod.
Structure,FXIIa inh,FXIa inh,m-calpain inh,Furin inh,KCC2 mod,Rad51 HR inh,PERK inhibitor,KLK5 inh
CC1=CN2C(=N)/C(=C/c3ccc(Sc4ccc(C)cc4)o3)C(=O)N=C2S1,9,0,-37,-19,16*,2,0.9,-11
Cc1csc(NC(=O)CSc2ccc(-c3ccccc3)nn2)n1,7,-5,-5,-14,-5.6*,5,0.2,-7

Screening data as filed in PubChem BioAssay.

These rows are one share of the data (hit frequency here may not be typical).
